Spn DPM-DC inh – S. pneumoniae DPM-DC inhibitors, primary screen, biochemical, PK/LDH-coupled NADH fluorescence; diphosphomevalonate decarboxylase (Streptococcus pneumoniae D39); purified DPM-DC; calls only at 10 µM; hit rate 0.49% among 65,000;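 active means the 320 compounds with the highest percent inhibition in the single-dose primary screen, excluding strongly autofluorescent ones, cut at about 32% in these data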;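 further: kinetic rate of NADH fluorescence loss reporting ADP formed by the decarboxylase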
HPDE-C7 viability – cytotoxicity in HPDE-C7 cells, cell-based, fluorescence, HTS (AID 430). HPDE-C7 pancreatic duct cells viability, fluorescence; higher % means a stronger effect. cytotoxicity, % at 10 µM; hits with a dose series show EC50 in µM. hit rate 1.8% among 63,000;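 further: cells exposed to compound for 48 hours before viability readout; 0% = vehicle and 100% = reference cytotoxic drug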
TNAP inhibition – human TNAP enzyme inhibitors, biochemical, luminescent (AID 518) | Alkaline phosphatase, tissue-nonspecific isozyme (Homo sapiens) | inhibition, % at 20 µM; hits with a dose series show IC50 in µM | purified TNAP enzyme, luminescent substrate readout; higher % means a stronger effect | hit rate 0.09% among 64,000; in the data active means a potency from the dose series; inactive means the rest, 99 in 100 with inhibition below about 22%;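 further: plate controls were vehicle for no effect and reference inhibitor for full effect; many of its hits are not listed in these tables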
KRASV12 cytotoxicity – cytotoxicity in KRAS-transformed pancreatic duct cells, primary screen, cell-based, fluorescence, HTS (AID 431); one-dose cytotoxicity, % at 10 µM; EC50 in µM for titrated hits; HPDE-C7K KRASV12 cells, Alamar Blue viability, 48 h; higher % means a stronger effect; hit rate 1.7% among 63,000;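 active means compounds whose percent cytotoxicity in the single-dose primary screen, scaled between solvent and toxic-drug controls, exceeds 50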;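 further: 0% = DMSO solvent wells and 100% = doxorubicin-treated wells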
HT1080 cytotoxicity – cytotoxicity in HT1080 fibrosarcoma cells, cell-based, fluorescence readout (AID 620) | HT1080 viability, fluorescence; higher % means a stronger effect | one-dose cytotoxicity, % at 10 µM; EC50 in µM for titrated hits | hit rate 0.42% among 87,000;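 further: cells exposed to compound overnight then 4 h with Alamar Blue; 0% = vehicle DMSO and 100% = killing control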
LYP inhibition – LYP phosphatase inhibitors, primary screen, biochemical, DiFMUP fluorescence, recombinant catalytic domain, 10 µM (AID 606); 52,000 tested, under 10 active; recombinant LYP catalytic domain, DiFMUP fluorescence; higher % means a stronger effect; inhibition, % at 10 µM, or IC50 in µM where a hit was titrated;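 active means IC50 under 40 µM in the dose-response test; inactive means IC50 of 40 µM or more, or never dose-tested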
Bfl-1 displacement – Bfl-1 inhibitors, primary screen, biochemical, fluorescence polarization, FITC-Bid, mouse (AID 432). hit rate 0.02% among 64,000. FITC-Bid BH3 peptide fluorescence polarization displacement; higher % means a stronger effect. displacement, % at 20 µM, or IC50 in µM where a hit was titrated. Bcl-2-related protein A1 (Mus musculus); in the data active means a potency from the dose series; inactive means the rest, 99 in 100 with displacement below about 15%; further: strong numbers were not always called active
Spn MK inh – S. pneumoniae MK inhibitors, primary screen, biochemical, PK/LDH-coupled NADH absorbance | mevalonate kinase [Streptococcus pneumoniae D39] | purified MK, PK/LDH-coupled NADH absorbance 340 nm | AID 555, 2006 | hit rate 0.48% among 65,000 | inhibition, % at 10 µM;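 active means ranked among the strongest by inhibition in the single 10 µM screen, a fixed top-ranked set picked for dose follow-up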; further: no value below 0 was filed
PMK inhibit – S. pneumoniae PMK inhibitors, primary screen, biochemical, mevalonate pathway, pilot trial included. phosphomevalonate kinase (Streptococcus pneumoniae D39). purified PMK, PK/LDH-coupled NADH absorbance 340 nm. inhibition, % at 10 µM. hit rate 0.49% among 65,000;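 active means top-ranked compounds by inhibition in the single 10 µM screen, taking a fixed number of the strongest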;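 further: 0% = full reaction with DMSO carrier and 100% = background rate without enzyme reaction; no value below 0 was filed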
PMK inhibit pilot replicates – recorded beside PMK inhibit, whose call it bears; inhibition, %; measured here: pilot screen replicates
Spn MK inh pilot replicates – recorded beside Spn MK inh, whose call it bears; inhibition, %; measured here: pilot screen replicates
Spn DPM-DC inh pilot screen % – recorded beside Spn DPM-DC inh, whose call it bears; inhibition, %; measured here: pilot screen trials
* hit, by the source's call; i = inactive; . = no result given. Unless noted, no stated cut-off is given here; in the data, active means cytotoxicity above about 50%; inactive means the rest.

SMILES	Spn DPM-DC inh	HPDE-C7 viability	TNAP inhibition	KRASV12 cytotoxicity	HT1080 cytotoxicity	LYP inhibition	Bfl-1 displacement	Spn MK inh	PMK inhibit	others
CCSc1nnc(NC(=O)c2cnccn2)s1	i	-7%	16%	5%	-2%	0%	-2%	10	2
O=C(NC1CCCC1)C1CCC(=O)N1C1CCCC1 (stereo not drawn)	i	.	8%	.	9%	-1%	4%	0	6
O=C(CC1C(=O)NCCN1C(=O)Nc1ccccc1)Nc1ccc2c(c1)OCO2 (stereo not drawn)	i	9%	6%	1%	-6%	-7%	-8%	12	8
CC1(C)CC(=O)C=C(NC2CC(C)(C)NC(C)(C)C2)C1	i	13%	8%	6%	1%	6%	6%	7	8
CC1(C)Cc2ccccc2-c2nc3ccccc3c(=O)n21	i	-9%	6%	-24%	-4%	.	-2%	6	0
COCCNC(=O)CSc1nc2cc(OC)c(OC)cc2c(=O)n1CCC1=CCCCC1	i	-10%	9%	-8%	9%	-1%	-4%	1	13
Cc1cc(C)nc(Nc2n[nH]c(Cc3ccccc3)n2)n1	i	.	-11%	.	-4%	8%	3%	13	8
O=C(NCCN1CCCCCC1)C1CC(=O)N(CCc2ccccc2)C1 (stereo not drawn)	i	-3%	8%	-5%	24%	.	-1%	9	10
COC(=O)c1cccc(C(=O)Oc2cccc(Br)c2)n1	i	-5%	6%	-4%	2%	-8%	-7%	6	18
CSc1ncccc1C(=O)OCC(=O)N1CCOCC1	i	0%	-1%	-2%	14%	19%	2%	8	19
COc1ccccc1Cn1cnc2cccnc21	i	-13%	11%	-7%	2%	1%	3%	3	18
COc1ccc(-c2noc(-c3cc(Cl)ccc3Cl)n2)cc1OC	i	-2%	8%	-3%	7%	6%	4%	6	0	PMK inhibit pilot replicates=0.0;Spn MK inh pilot replicates=0.0;Spn DPM-DC inh pilot screen %=0.5
Cc1csc(=O)n1CC(=O)OCc1cccc2ccccc12	i	-14%	14%	-23%	-5%	.	1%	0	11
CCCCc1nc2ccccc2c(=O)n1NC(=O)c1c(O)c2cccc3c2n(c1=O)CCC3	i	-27%	8%	-26%	6%	.	-6%	10	8
CC1=CC(C)(C)Nc2ccc(C)cc21	i	-11%	-2%	-5%	1%	-3%	9%	5	6
CCCc1nnc(NC(=O)CCC(=O)Nc2ccc(F)cc2)s1	i	-13%	16%	-1%	-15%	6%	-7%	12	13
O=C1c2[nH]nc(-c3ccccc3O)c2C(c2ccc(F)cc2)N1Cc1ccco1 (stereo not drawn)	i	17µM*	-29%	19µM*	2%	16%	3%	3	2
COCCSc1nnc(-c2cnccn2)o1	i	-9%	10%	-1%	5%	5%	-2%	4	10
Cn1c(=O)c2c(n(C)c1=O)=NC1(CCCCC1)ON=2	i	-2%	9%	12%	-12%	.	-8%	6	12
CCC(C)Nc1nc2c(c(=O)n(C)c(=O)n2C)n1Cc1cccc(C)c1 (stereo not drawn)	i	.	.	.	0%	.	.	1	3
CCOC(=O)c1[nH]c2cc(OC)c(OC)cc2c1NC(=O)C(C)N1CCN(Cc2ccccc2)CC1 (stereo not drawn)	.	35%	17%	43%	-2%	-25%	9%	2	13	PMK inhibit pilot replicates=3.0;Spn MK inh pilot replicates=0.0
COc1ccc(-n2c(=O)[nH]cc(C(=O)N3CCc4ccccc43)c2=O)cc1	i	.	.	.	-20%	23%	.	4	3
COc1ccc(-c2cnc(N)n2CC2CCCO2)cc1 (stereo not drawn)	i	11%	9%	17%	5%	6%	5%	3	8
CCCC(=O)Nc1ccc(C(=O)Nc2nnc(COC)s2)cc1	i	-1%	8%	-9%	1%	8%	2%	0	3
Cc1cc(C)nc(-n2nc(C)cc2NC(=O)CN2CCc3ccccc3C2)n1	i	19%	4%	19%	-14%	-4%	2%	28	11
Cc1ccc(N2CC(C(=O)Nc3nccs3)CC2=O)cc1 (stereo not drawn)	i	-11%	7%	-10%	1%	7%	-5%	5	12
O=C1CN(C(=O)c2ccc(Br)o2)C(c2ccccc2)c2cc(Br)ccc2N1 (stereo not drawn)	i	10%	11%	7%	-10%	11%	6%	0	10
COc1ccc(C(=O)C2CCCCC2=O)cc1 (stereo not drawn)	i	0%	15%	-5%	-5%	7%	3%	4	4
Cc1ccc(-c2ccc(=O)n(CC(=O)NCCN3CCCCC3C)n2)cc1 (stereo not drawn)	i	8%	2%	5%	5%	-3%	-15%	0	15
CCOC(=O)c1cccc(NC(=O)CN(C)S(=O)(=O)c2cnc[nH]2)c1	i	-13%	11%	-10%	10%	7%	-6%	0	7
O=C(C1CCC1)N1CCc2cc(S(=O)(=O)NC3CCCC3)ccc21	i	-5%	11%	2%	-8%	5%	5%	7	6
Cc1nc(C)c(-c2ccccc2)c(=O)[nH]1	i	1%	8%	3%	15%	.	-10%	8	9
O=C(Cc1cccs1)NCC1CCCO1 (stereo not drawn)	i	-7%	6%	-3%	-2%	8%	3%	4	19
COc1ccc(C(=O)N(CN2CCCC2=O)c2cc(C)on2)cc1OC	i	-3%	8%	2%	11%	10%	0%	5	12
O=C(NC1CCCCC1)C(c1ccncc1)N(C(=O)Cn1nnc(-c2cccs2)n1)C1CCCC1 (stereo not drawn)	i	2%	-2%	-2%	0%	-3%	-2%	3	8
COc1ccc(NC(=O)C2OCCc3ccccc32)c(OC)c1 (stereo not drawn)	i	-2%	10%	-4%	.	8%	-8%	4	12
Cc1cccc(-c2nnn(CC/C(N)=N/O)n2)c1	i	3%	4%	-4%	8%	-8%	-4%	4	13	PMK inhibit pilot replicates=3.0;Spn MK inh pilot replicates=5.5;Spn DPM-DC inh pilot screen %=4.5
Cc1cccc(NC(=O)Cn2cnc3ccc(S(=O)(=O)N4CCC(C)CC4)cc3c2=O)n1	i	11%	5%	7%	-2%	-1%	-6%	.	8
COC(=O)CCS(=O)(=O)c1ccc(Cl)c(Cl)c1	i	-15%	0%	-30%	-8%	2%	1%	11	4
O=C(NCCCn1ccnc1)c1cn(-c2ccccc2)nc1-c1ccccc1	i	-2%	-7%	1%	.	.	0%	6	9
O=C(COC(=O)Cn1cnc2ccccc21)NCCc1ccccc1	i	-3%	8%	-5%	-3%	.	-1%	1	10
COC(=O)Cc1c(C)nc2nc(Cc3ccccc3)[nH]n2c1=O	i	4%	17%	0%	4%	6%	-4%	3	2
O=C1Nc2ccccc2C12OCC1(CO2)COC2(OC1)C(=O)Nc1ccccc12 (stereo not drawn)	i	-7%	8%	-2%	-1%	-6%	-3%	2	18
O=c1c2ccccc2nc(-c2ccccc2)n1CCN1CCOCC1	i	-9%	8%	-4%	9%	9%	-6%	10	11
CSc1nc(N2CCN(CCO)CC2)c2sc3nc(-c4ccco4)c4c(c3c2n1)CCC4	i	-9%	8%	4%	4%	-5%	3%	6	0
CCCNC(=O)N1CCN(c2ncccn2)CC1	i	.	.	.	10%	-4%	.	12	4
O=C(CN1CCC(O)(c2ccc3c(c2)OCO3)CC1)OC1CCCCC1	i	-1%	7%	8%	-6%	-1%	0%	6	13	PMK inhibit pilot replicates=6.5;Spn MK inh pilot replicates=0.0;Spn DPM-DC inh pilot screen %=0.0
CCC(Oc1ccccc1)C(=O)Nc1nnc(C(F)(F)F)s1 (stereo not drawn)	i	-15%	21%	2%	-2%	-6%	1%	10	3
Cc1cc(-n2nc(C)cc2C)nc(N)n1	i	-14%	7%	-19%	-3%	8%	2%	2	0
CCC(CC)C(=O)Nc1cc(NC(=O)C(CC)CC)cc(C(=O)O)c1	i	-17%	1%	-9%	0%	-22%	-1%	4	0
CCCn1nnc(NC(=O)c2ccc(OCC)c(Cl)c2)n1	i	-2%	6%	8%	6%	12%	0%	1	0
CCc1nnc(NC(=O)C2CCCN2C(=O)NC2CCCCC2)s1 (stereo not drawn)	i	10%	8%	12%	24%	.	1%	0	10
O=S(=O)(Nc1nc2ccccc2nc1NCCN1CCOCC1)c1cccc(Cl)c1	i	2%	11%	6%	-12%	-6%	-4%	13	9
COc1ccc(C2CC(=O)c3cnc(NC(=O)c4cccc(OC)c4)nc3C2)cc1 (stereo not drawn)	i	-1%	13%	3%	7%	-3%	-1%	3	5
COC(=O)C(Cc1ccc(O)cc1)NC(=O)CCC(=O)Nc1ccc(S(N)(=O)=O)cc1 (stereo not drawn)	i	.	9%	.	15%	.	-3%	9	6
COC(=O)c1[nH]c2cc(OC)ccc2c1NC(=O)CN1CCC(C(N)=O)CC1	i	7%	6%	1%	10%	-25%	-7%	7	7
Cn1c(/C=N/c2nc3ccccc3[nH]2)nc2ccccc21	i	9%	8%	-3%	14%	-8%	0%	7	5
O=C(NC1CCCCC1)C1CCN(S(=O)(=O)N2CCOCC2)CC1	i	0%	15%	1%	9%	-1%	-2%	0	22
C=CCn1c(SCC(=O)Nc2cc(C)c(Cl)cc2OC)nnc1-c1ccco1	i	-5%	15%	0%	-6%	-1%	-6%	9	4
Oc1[nH]c2ccccc2c1C=Nc1ccc2c(c1)OCCO2	i	-4%	18%	-5%	6%	-5%	0%	2	7

Next section; it opens with the 4 that closed the last part.
SMILES	Spn DPM-DC inh	HPDE-C7 viability	TNAP inhibition	KRASV12 cytotoxicity	HT1080 cytotoxicity	LYP inhibition	Bfl-1 displacement	Spn MK inh	PMK inhibit	others
Cn1c(/C=N/c2nc3ccccc3[nH]2)nc2ccccc21	i	9%	8%	-3%	14%	-8%	0%	7	5
O=C(NC1CCCCC1)C1CCN(S(=O)(=O)N2CCOCC2)CC1	i	0%	15%	1%	9%	-1%	-2%	0	22
C=CCn1c(SCC(=O)Nc2cc(C)c(Cl)cc2OC)nnc1-c1ccco1	i	-5%	15%	0%	-6%	-1%	-6%	9	4
Oc1[nH]c2ccccc2c1C=Nc1ccc2c(c1)OCCO2	i	-4%	18%	-5%	6%	-5%	0%	2	7
CC1CCCCC1NS(=O)(=O)c1ccc(S(=O)(=O)N2CCN(CCC#N)CC2)cc1 (stereo not drawn)	i	-1%	6%	6%	-4%	.	1%	4	9
N#CCCN(CCC#N)C(=O)COc1ccc(Cl)cc1Cl	i	4%	2%	-4%	3%	3%	0%	9	4
CN(C)CC(=O)Nc1ccc(S(N)(=O)=O)cc1	i	6%	10%	15%	.	.	1%	7	0
Cc1onc(-c2c(F)cccc2Cl)c1C(=O)NC1=NCCS1	i	8%	7%	6%	0%	.	-12%	9	6

High-throughput results deposited in PubChem by several laboratories.

Compounds were not picked by outcome; overall some 3.6% were active at least once.
